Screening results: PubChem BioAssay, several laboratories
sdo1 growth = sdo1-depleted yeast growth rescue; S. cerevisiae sdo1-depleted JHY4D growth rescue, OD600 30 h; stronger effect = higher value; pdr5 snq2 efflux-pump mutant strain; z-score at 10 µM; 0.21% of 140,000 active; AID 817;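 active = z-score above 3 at both the 24 hr and the 30 hr optical density reads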;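 note: z-score against mean and SD of all compound wells on the same plate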
INS promoter inh = TRM-6 insulin promoter activity inhibition | TRM-6 cells (human fetal islet line), insulin promoter-eGFP reporter, imaging; reporter expression induced with tamoxifen | inhibition, % at 2 µM | 0.9% of 130,000 active | AID 1273;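 active = inhibition above the mean plus 3 SD, with well images judged a real hit on visual review, cut at about 60% in these data, passing the limit was not always enough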
sdo1 growth Rescue 24 h = recorded beside sdo1 growth, whose call it bears; z-score; S. cerevisiae sdo1-depleted JHY4D growth rescue, OD600; measured here: growth rescue at 24 h;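 0 is the plate mean of compound wells and units are plate SD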
Active calls of the source: *; / = not tested or not shown; & = joins results of further samples.

SMILES | sdo1 growth | sdo1 growth Rescue 24 h | INS promoter inh
COc1cc(C2SCC(=O)N2CCN2CCCCC2)ccc1O (configuration not stated) | / | / | 20.9
O=C(NCCC1=CCCCC1)c1ccc([N+](=O)[O-])cc1 | -0.39 | -0.52 | 29.4
CCNC(=S)N/N=C/c1ccc(-c2ccccc2)o1 | -1.87 | -1.96 | 0.0
COc1ccc(CNC(=O)COC(=O)[C@H](Cc2c[nH]c3ccccc23)NC(=O)c2cccs2)cc1 | 1.15 | 0.87 | /
CS(=O)(=O)N(CC(=O)NC1CCCCCC1)Cc1ccccc1 | -0.17 | -0.17 | -50.0
Nc1ccc2c(c1)C(=O)C(=O)c1ccccc1-2 | -2.71 | -1.73 | -239.0
Cc1sc2ncn(CCC(=O)O)c(=O)c2c1C | -0.45 | -1.02 | -21.2
COc1ccc(OC)c(NC(=O)CSc2nnc(Cn3c(=O)sc4ccccc43)n2C)c1 | -0.28 | 0.05 | /
O=C(Nc1nccs1)C1Cc2ccccc2CN1S(=O)(=O)c1ccc(F)cc1 (configuration not stated) | -1.09 | -0.52 | -11.8
CCOC(=O)/C(C(N)=NCCO)=C(/O)c1ccccc1 | 0.15 | -0.28 | -13.8
Cc1cccc(N/N=C2/COC(C)(C)CC2=O)c1 | 0.47 | -0.35 | 11.1
CC(=O)Nc1ccc(Nc2nc(Cl)nc(Nc3ccc(NC(C)=O)cc3)n2)cc1 | / | / | 50.0
Cc1cc(=O)oc(C)c1C(=O)NCCCN1C(C)CCCC1C (configuration not stated) | -0.06 | -0.43 | /
C=CCSc1nc2c(c(C3CC=CCC3)c1C#N)CCC2 (configuration not stated) | -0.44 | -0.32 | 60.0
CCCCn1c(/N=C/c2ccc3c(c2)OCO3)nc2ccccc21 | 0.32 | -0.34 | -80.7
c1ccc(-c2nnc3sc(CN4CCc5ccccc54)cn23)cc1 | -0.63 | -1.12 | -100.9
CCOc1ccc2[nH]c(=O)c(C(c3nnnn3CC3CCCO3)N3CCc4ccccc4C3)cc2c1 (configuration not stated) | -1.09 | -1.37 | -7.4
CSc1nnc(-c2sc3cc(C(F)(F)F)cnc3c2-c2cccnc2)n1C | -0.55 | -2.4 | 28.6
Cc1nc2cc(Nc3nnc(-c4ccccc4)c4ccccc34)ccc2n1C | -0.09 | -0.67 | 40.0
CCc1ccc2oc(-c3ccc(OC)cc3)cc(=Nc3c(C)n(C)n(-c4ccccc4)c3=O)c2c1 | / | / | 6.2
Cc1cc(NC(=O)c2ccccc2)ncc1NC(=O)c1ccco1 | 0.29 | -0.37 | /
CN1/C(=C\C(=S)NC(=O)c2cccc(Br)c2)C(C)(C)c2ccccc21 | -0.96 | -0.8 | /
CC(=O)NC1C(=O)Nc2c(C)cc(C)cc21 (configuration not stated) | 1.82&2.23 | 1.25&2.17 | -56.1
CCOC(=O)COc1ccc(S(=O)(=O)N2CCN(c3ccccc3F)CC2)cc1 | -0.43 | -1.06 | 50.0
CC1CN(C(=O)C(C)Sc2nc3ccccc3s2)CC(C)O1 (configuration not stated) | -0.18 | 0.27 | 21.2

Reprinted from the part before: 2 compounds, then new ones.
SMILES | sdo1 growth | sdo1 growth Rescue 24 h | INS promoter inh
CCOC(=O)COc1ccc(S(=O)(=O)N2CCN(c3ccccc3F)CC2)cc1 | -0.43 | -1.06 | 50.0
CC1CN(C(=O)C(C)Sc2nc3ccccc3s2)CC(C)O1 (configuration not stated) | -0.18 | 0.27 | 21.2
O=C(N/N=C/c1ccco1)C1COc2ccccc2O1 (configuration not stated) | 1.07 | 1.08 | /
CCCCCc1c(C)nc(Nc2ccc(F)cc2)[nH]c1=O | -1.34 | -1.12 | 0.0
O=C(c1ccc([N+](=O)[O-])cc1)N1CCN(C(=O)c2cccs2)CC1 | 0.28 | -0.2 | -13.3
COc1cccc(NC(=S)N(CCN(C)C)C(C)c2ccco2)c1 (configuration not stated) | -0.2 | -1.03 | 18.4
Cc1nc(N)sc1-c1csc(Nc2ccccc2)n1 | -0.47 | -0.88 | -116.7
CC(=O)C(Sc1nc(N2CCOCC2)nc(N2CCOCC2)n1)C(=O)Nc1ccccc1 (configuration not stated) | -0.01 | -0.46 | 69.2
COc1cccc(NC(=O)CSc2nc3c(c(-c4ccco4)c2C#N)CCCC3)c1 | 0.41 | -0.08 | 6.7
Cn1c(NC(=O)C2c3ccccc3Oc3ccccc32)cc(=O)n(C)c1=O | -0.35 | 0.06 | /
Cc1cc(N=Nc2ccccc2)c(NCC(O)C(O)C(O)CO)cc1C (configuration not stated) | / | / | 82.3*
Cc1cc(NC(=O)c2c(F)c(F)c(F)c(F)c2F)no1 | 1.13 | 0.32 | -218.2
CCCCNC(=O)COC(=O)c1cc(C)nc2ccccc12 | 0.93 | 1.13 | -9.4
CCN(CC)C(=O)C(=O)c1cn(CCOc2ccccc2)c2ccccc12 | / | / | 15.8
NC(=O)c1cc(-c2ccccc2)sc1NC(=O)Cc1ccc(S(=O)(=O)N2CCOCC2)s1 | -0.74 | 0.4 | -48.4
Cc1ccc(Cl)c(NC(=O)COC(=O)CNS(=O)(=O)/C=C/c2ccccc2)c1Cl | 0.35 | 0.39 | -7.1
CCn1c(=O)cc(OCC(=O)NCCc2cccc(C)c2)c2ccccc21 | / | / | -129.4
Cc1ccc(-n2c(N)c(C(=O)Nc3c(C)n(C)n(-c4ccccc4)c3=O)c3nc4ccccc4nc32)cc1C | -1.3 | -1.31 | /
CCOC(=O)Cc1cnc(NC(=O)Cn2nnc(-c3ccc(OCC)cc3)n2)s1 | -0.37 | -0.67 | -41.7
CCOc1ccc(C(=O)CN2CCN(S(=O)(=O)c3ccc(Br)cc3)CC2)cc1 | -0.79 | -0.96 | 14.3
COc1cccc(NC(=O)CN(c2ccc3c(c2)OCO3)S(C)(=O)=O)c1 | / | / | 45.5
O=S(=O)(c1ccc(S(=O)(=O)N2CCCC2)cc1)N1CCCCCC1 | 0.96 | 0.65 | /
COc1cccc(/C(C)=N/NC(=O)c2cc(-c3cccnc3)nc3ccccc23)c1 | -0.05 | -0.33 | 26.7
C=CCCC1(C)C(=O)N(c2ccccc2)c2ccccc21 (configuration not stated) | -0.76 | -1.06 | /
COc1ccc(C2CC(C(F)(F)F)n3ncc(C(=O)O)c3N2)cc1OC (configuration not stated) | -0.21 | -0.76 | -17.1
Cc1c(N2C(=O)c3cccc4cccc(c34)C2=O)c(=O)n(-c2ccccc2)n1C | 1.58 | 1.22 | 69.0*
C/C(CC(=O)Nc1ccc(Cl)cc1Cl)=N\NC(N)=S | 0.64 | 0.05 | 45.2
(more compounds)
SMILES | sdo1 growth | sdo1 growth Rescue 24 h | INS promoter inh
CC1Cc2ccccc2N1C(=S)NC(=O)c1ccc(Cl)cc1Cl (configuration not stated) | -0.91 | -0.25 | 8.8
CCC(Oc1ccccc1)C(=O)N1CCN(CC)CC1 (configuration not stated) | 2.35 | 2.4 | 0.0
Nc1nc(C2CC2)c(Sc2sc(N)nc2C2CC2)s1 | -0.3 | -0.52 | 57.1
CC(C)Cn1c(-c2ccc(Cl)cc2)cnc1SCC(=O)N1CCOCC1 | 0.85 | 1.03 | /
O=C(CCc1ccccc1)NC(=S)Nc1cccc(Br)c1 | -1.72 | -1.48 | 26.3
CCC(=O)Nc1c(S(=O)(=O)c2ccccc2)c2nc3ccccc3nc2n1C(C)c1ccccc1 (configuration not stated) | -0.58 | -0.65 | -17.2
CC(=O)Nc1nc(=O)c2ccccc2s1 | 0.73 | 0.36 | /
COCCn1c(=S)[nH]c2cc(C(=O)NC(C)C)ccc2c1=O | 0.64 | 0.32 | 29.6
CN(c1ccccc1)S(=O)(=O)c1ccc(Cl)c(C(=O)NCCc2c[nH]c3ccccc23)c1 | 0.35 | 0.28 | -48.0
O=C(O)CCc1nc2cc3ccccc3cc2[nH]1 | / | / | -8.3
C/C(=N\NC(=O)c1ccc(NS(=O)(=O)c2cccs2)cc1)c1ccc(Cl)cc1 | 1.21 | 0.99 | 35.7
COc1ccc(C(=O)Nc2cc(OC)c(Cl)cc2OC)cc1 | / | / | -18.2
CCOC(=O)C(NC(=O)Nc1ccc(F)cc1)(OCC)C(F)(F)F (configuration not stated) | 0.97 | 1.11 | -16.7
O=C(COc1ncnc2sccc12)N1CCc2ccccc2C1 | -0.02 | -0.26 | 9.7
CCOC(=O)c1c(N)nn(C(=O)CC)c1-c1ccccc1 | 0.62 | 0.48 | 71.4
CCCOC(=O)C1C2C=CC3(CN(c4cccc(Cl)c4)C(=O)C13)O2 (configuration not stated) | 0.41 | 0.3 | /
O=C(Nc1cccnc1Cl)C1c2ccccc2Oc2ccccc21 | -0.07 | 0.71 | 11.1
Cc1ccc(N=C2CCCCCN2C)c(C#N)c1 | 0.43 | 0.09 | -171.4
C=C(C)CSc1nc2ncc(Cl)cc2[nH]1 | 0.28 | 0.2 | 51.7
O=C1C2C3C=CC(C3)C2C(=O)N1c1ccc(Cc2ccncc2)cc1 (configuration not stated) | -0.07 | -0.39 | 28.2
CC1CCCC(C)N1C(=O)C1CCCCC1 (configuration not stated) | 0.04 | -1.05 | 7.1
CCC(=O)Nc1ccc(C(=O)NNC(=O)C(c2ccccc2)c2ccccc2)cc1 | -0.86 | -0.42 | /
CCc1nn(CC(=O)NCCCN(CC)Cc2ccccc2)c(=O)c2cc3sccc3n12 | 0.54 | 0.73 | /
C/C(=N\NC(=O)CC1N=C(Cc2ccccc2)NNC1=O)c1ccc(Cl)cc1Cl (configuration not stated) | -1.15 | -0.82 | 15.4
Cc1nc2nc(-c3ccco3)[nH]n2c(=O)c1C | 3.6 | 2.03 | 30.6

The list goes on, overlapping the part above by 7 compounds.
SMILES | sdo1 growth | sdo1 growth Rescue 24 h | INS promoter inh
C=C(C)CSc1nc2ncc(Cl)cc2[nH]1 | 0.28 | 0.2 | 51.7
O=C1C2C3C=CC(C3)C2C(=O)N1c1ccc(Cc2ccncc2)cc1 (configuration not stated) | -0.07 | -0.39 | 28.2
CC1CCCC(C)N1C(=O)C1CCCCC1 (configuration not stated) | 0.04 | -1.05 | 7.1
CCC(=O)Nc1ccc(C(=O)NNC(=O)C(c2ccccc2)c2ccccc2)cc1 | -0.86 | -0.42 | /
CCc1nn(CC(=O)NCCCN(CC)Cc2ccccc2)c(=O)c2cc3sccc3n12 | 0.54 | 0.73 | /
C/C(=N\NC(=O)CC1N=C(Cc2ccccc2)NNC1=O)c1ccc(Cl)cc1Cl (configuration not stated) | -1.15 | -0.82 | 15.4
Cc1nc2nc(-c3ccco3)[nH]n2c(=O)c1C | 3.6 | 2.03 | 30.6
O=C(OCCOc1ccc(Br)cc1)c1ccc(Cl)nc1 | / | / | -41.7
CC(C)(C)NS(=O)(=O)c1ccc(Oc2ncc(C(F)(F)F)cc2Cl)cc1 | -1.61 | -1.37 | -37.5
CC(C)CN(C(=O)CN1CCN(c2ccccc2F)CC1)c1c(N)n(CC(C)C)c(=O)[nH]c1=O | 1.04 | 1.35 | -13.2
CCn1cc(C(=O)N2CCCCC2)c(=O)c2cc(S(=O)(=O)N3CCC(C)CC3)ccc21 | 0.52 | -0.53 | /
O=C1CCc2cc(S(=O)(=O)NC(C(=O)NCc3cccnc3)c3ccccc3)ccc2N1 (configuration not stated) | 0.44 | 0.16 | /
O=C(O)c1cccc(N=NN2CCOCC2)c1 | / | / | 41.7
Nc1nc(=S)[nH]c2c1C1(CCCC1)Cc1ccccc1-2 | 0.23 | -0.72 | /
COC(=O)c1ccc(Cn2nc(C)c(Br)c2C)cc1 | -0.23 | 0.1 | /
Cc1ccc(-c2nc3ccccc3[nH]2)cc1NC(=O)c1sc2cc(Cl)ccc2c1Cl | 0.25 | 0.27 | /
CC(=O)Nc1ccc(NS(=O)(=O)c2ccc3[nH]c(=O)[nH]c3c2)cc1 | / | / | -16.7
CCOC(=O)c1noc(C)c1C(=O)Nc1cccc(F)c1 | 0.74 | -0.16 | 21.9
CCC(Sc1nc(-c2ccccc2)c(C#N)c(=O)[nH]1)C(=O)Nc1nnc(C)s1 (configuration not stated) | 0.91 | 1.01 | -23.3
COc1ccc(NC(=O)CCc2c(C)nc3nc(C)nn3c2C)cc1 | 1.07 | 0.95 | 21.1
COc1ccc(N2CC(NC(=O)N3CCc4ccccc43)CC2=O)cc1OC (configuration not stated) | / | / | 66.7
Cc1cc(C=C2C(=O)c3ccccc3C2=O)c(C)n1C | 0.79 | 1.43 | -25.0
Cc1cc(C)nc(N/N=C/C2=C(N3CCOCC3)C(=C\c3ccc(Cl)cc3)/CC2)n1 | -1.61 | -0.72 | 9.1
Cc1cccc(NC(=O)CN2CCSc3ccccc32)c1 | / | / | 33.3
Cc1ccc2c(c1)[C@@H]1CN(C)CC[C@@H]1N2S(=O)(=O)c1ccc(F)cc1 | 0.05 | -0.48 | /
O=c1ccn(-c2cccc(C(F)(F)F)c2)nc1-c1ccn(-c2cccc(Cl)c2)n1 | -0.75 | 2.51 | -12.9
COc1ccc(OC)c(NC(=O)C(CC(=O)O)Cc2ccc(Cl)cc2)c1 (configuration not stated) | -0.22 | -0.4 | -15.6
O=C(N1CCCC1)C12CC3CC(CC(C3)C1)C2 | -0.42 | -1.11 | 42.9
Cc1ccc(N(CC(=O)NCc2ccco2)S(=O)(=O)c2ccccc2)cc1 | -0.61 | -0.38 | /
Cc1ccc(S(=O)(=O)NC2CCOC(C)(C)C2)cc1 (configuration not stated) | 1.46 | 1.1 | 15.4
CC1CN(CC(O)COC(c2ccc(Cl)cc2)c2ccc(Cl)cc2)CC(C)O1 (configuration not stated) | -2.06 | -1.91 | /

Ordered by SMILES length (lowest first): 4 of the compounds above
SMILES | sdo1 growth | sdo1 growth Rescue 24 h | INS promoter inh
O=C(O)c1cccc(N=NN2CCOCC2)c1 | / | / | 41.7
CC(=O)Nc1ccc(NS(=O)(=O)c2ccc3[nH]c(=O)[nH]c3c2)cc1 | / | / | -16.7
O=c1ccn(-c2cccc(C(F)(F)F)c2)nc1-c1ccn(-c2cccc(Cl)c2)n1 | -0.75 | 2.51 | -12.9
Cc1ccc2c(c1)[C@@H]1CN(C)CC[C@@H]1N2S(=O)(=O)c1ccc(F)cc1 | 0.05 | -0.48 | /

An excerpt, so the mix of outcomes need not match the whole.
